Screening data from PubChem.
Peg3 prom inh = inhibitors of Peg3 promoter. HeLa PEG-Prom luciferase reporter, luminescence, overnight. AID 588405. inhibition, % at 20 µM. 360,000 tested, 1.7% active;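 active means inhibition of at least 50% at 20 µM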
LMP1 NFkB inh = reduces LMP1-driven NF-kappaB luciferase signal; LMP1-induced NF-kappaB luciferase reporter cells, luminescence; inhibition, % at 12.5 µM; 350,000 tested, 0.69% active; in the data active means inhibition above about 41%;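 further: 0% = neutral control wells and 100% = reference inhibitor control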
KKLEB cytotox = counter-screen for CF NF-kB inhibitors: cytotoxicity | KKLEB CF airway cells viability, ATPlite luminescence, overnight; stronger effect = lower value; cells stimulated with P. aeruginosa culture filtrate | activity change (cytotoxicity), % at 5 µM | 360,000 tested, 0.36% active | AID 602141;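 active means corrected activity change at or below -50% at 5 µM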
Shn3 3UTR inh = inhibitors of Schnurri-3 3'UTR reporter in osteoblasts. Clone20 osteoblast Shn3 3'UTR firefly luciferase, 24 h. 360,000 tested, 0.52% active. inhibition, % at 12.5 µM. AID 588674;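 active means mean inhibition of at least 75% with every replicate also reaching 75%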;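 further: 0% = median of neutral control wells and 100% = pilot-screen positive control compound; some compounds past the cut are filed as inactive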
iPSC survival up = increases survival of single human iPS cells. hiPSC single-cell survival, ATPlite luminescence; 100% = ROCK inhibitor wells, 0% = DMSO. survival enhancement, % at 20 µM. 360,000 tested, 0.044% active. AID 602274; in the data active means survival enhancement above about 18%;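 further: cells exposed to compounds for 16 hours before the ATP read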
TRPM1 prom inh = reduces MITF-dependent TRPM1 promoter luciferase signal; SK-MEL-5 TRPM1 promoter luciferase, 24 h; inhibition, % at 12.5 µM; 330,000 tested, 0.83% active;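 active means mean inhibition across replicates of 60% or more, whatever share of single replicates reaches that level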; further: values of inactives mirror those of a sister screen read the other way
C8 TRAIL sens = sensitizes caspase-8 expressing cells to TRAIL; NB7+C8 cells + TRAIL, ATPlite viability luminescence; inhibition (viability loss, TRAIL sensitization), % at 10 µM; 360,000 tested, 1% active; AID 624354;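 active means compounds causing at least 50% loss of cell viability in the single-dose screen, relative to plate controls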
NR2E3 ag-1 = activates human photoreceptor nuclear receptor NR2E3. GST-NR2E3/biotin-RetCOR TR-FRET, 1536-well. inhibition of corepressor binding, % at 4.78 µM. 320,000 tested, 0.12% active. AID 2300;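 active means percent inhibition above the cutoff of mean plus 3 SD of all tested compounds, set per screening campaign, cut at about 20% in these data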;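 further: 0% = DMSO wells and 100% = biotin wells as full block of FRET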
Target sequence (Q9Y5X4 whole entry, looked up): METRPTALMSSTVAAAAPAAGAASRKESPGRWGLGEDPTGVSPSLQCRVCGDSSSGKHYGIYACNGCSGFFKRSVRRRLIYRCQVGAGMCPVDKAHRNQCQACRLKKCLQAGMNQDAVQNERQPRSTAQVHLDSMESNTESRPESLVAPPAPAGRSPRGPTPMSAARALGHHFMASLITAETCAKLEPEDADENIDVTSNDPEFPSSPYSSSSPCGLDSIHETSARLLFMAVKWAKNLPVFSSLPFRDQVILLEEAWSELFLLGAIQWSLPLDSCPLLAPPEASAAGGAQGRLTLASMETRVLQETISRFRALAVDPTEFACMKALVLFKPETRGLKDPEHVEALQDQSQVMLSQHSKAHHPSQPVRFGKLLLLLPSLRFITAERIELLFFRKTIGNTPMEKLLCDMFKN
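System: GST-tagged NR2E3 plus biotinylated RetCOR corepressor; Amount: 1.35 nM GST-tagged NR2E3 final; Dosing: single nominal compound dose of 4.8 µM; Schedule: 5 h incubation at 4 °C; Technique: TR-FRET with europium anti-GST and streptavidin-D2, 340 nm excitation; Controls: biotin wells as high control, 0.6% DMSO wells as low control.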
NR2E3 ag-2 = agonists of human NR2E3 nuclear receptor; Q9Y5X4; CHO-S Gal4-NCOR/VP16-NR2E3 two-hybrid, luciferase; inhibition of corepressor binding, % at 3.98 µM; 360,000 tested, 0.35% active; AID 602229;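 active means inhibition above the mean of all tested compounds plus 3 SD, cut at about 70% in these data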;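 further: 0% = DMSO with NR2E3 transfected cells and 100% = cells lacking NR2E3 construct; higher means lower luciferase signal from less NR2E3 corepressor binding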
HIF-2a block = blocks HIF-2a reporter activity; inhibition, % at 18.8 µM; 360,000 tested, 0.72% active; 786-0 RCC cells HIF-2a reporter, luciferase luminescence, overnight; AID 624352;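 active means inhibition of the luminescence signal of 40% or more relative to plate controls, in a single-dose primary screen at 18.75 µM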
CF NFkB inh = cystic fibrosis NF-kB activation inhibition. inhibition, % at 5 µM. 360,000 tested, 0.86% active. KKLEB NF-kB-GFP reporter, PAF-induced, GFP fluorescence overnight;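 active means at least 50% inhibition at 5 µM, scaled per plate between neutral and stimulator controls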;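 further: PAF is a Pseudomonas aeruginosa culture filtrate used as stimulus; plate controls were PAF-stimulated DMSO wells for no effect and unstimulated DMSO wells for full effect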
* hit, by the source's call; nt = no result given.

SMILES	Peg3 prom inh	LMP1 NFkB inh	KKLEB cytotox	Shn3 3UTR inh	iPSC survival up	TRPM1 prom inh	C8 TRAIL sens	NR2E3 ag-1	NR2E3 ag-2	HIF-2a block	CF NFkB inh
COc1ccc(N2C(=O)C3C4C=CC(C4)C3C2=O)nn1 (stereo unspecified)	4.4	1.1	4.7	13.5	0.6	-2.7	-11.2	-0.1	-14.7	-6.0	-7.4
CCc1cc2c(=O)c(-c3nc4ccccc4n3C)c(C(C)C)oc2c(CN2CCN(C)CC2)c1O	22.4	2.2	14.7	-2.2	-1.7	-1.0	12.8	-0.6	-15.0	18.3	-2.3
CCCc1cc(C(=O)Nc2sc(C(C)=O)c(C)c2C(=O)OCC)no1	-0.7	-6.7	-13.1	-18.9	2.1	nt	-3.7	0.5	-20.2	-15.1	18.4
O=C(c1ccc([N+](=O)[O-])cc1)N1CCOCC1	5.7	-3.2	0.4	-8.5	3.1	-7.5	-0.4	nt	-24.6	7.4	-10.0
O=C1c2cccc(Cl)c2C(=O)c2c1cccc2N1CCCC1	-94.1	-10.3	-10.7	-26.8	0.8	11.8	2.6	-1.5	-23.0	-3.8	-10.0
CCOC(=O)c1c(C)[n+](-c2ccc(C)cc2)c(CC)c2cc(OC)c(OC)cc12	2.3	2.5	6.7	-10.0	-0.6	9.7	12.0	-0.1	-41.4	20.3	-13.0
CNc1nc2c(C)cccn2c(=O)c1C=NCc1ccccc1	-10.9	15.2	-8.3	5.9	-1.5	-8.0	-4.4	0.7	-24.1	-21.9	-4.5
Cn1cnc2cc(NCc3ccc(Cl)cc3)ccc21	-274.0	-34.7	0.9	-113.2	-0.7	-52.6	0.5	1.1	-109.2	-291.8	-9.7
Cc1nn(-c2ccccc2)c(NC(=O)c2cccs2)c(-c2ccccc2Cl)c1=O	15.7	nt	8.3	0.0	0.0	nt	8.9	-1.4	-26.5	23.8	-2.5
C#CCOCCOCCOCCNc1nc(N2CCN(C(=O)[C@H]([C@@H](C)CC)n3cc([C@@H](N)CO)nn3)CC2)nc(N2CCN(C(=O)[C@H](Cc3ccc(O)cc3)n3cc([C@@H](N)CC(C)C)nn3)CC2)n1	-70.1	-1.7	0.8	-10.6	-1.6	3.5	-6.7	3.1	-2.8	3.8	-7.7
CCOC(=O)N1CCN(C(=O)c2cc(OCC)c(OCC)c(OCC)c2)CC1	-3.4	-6.7	3.4	-2.1	0.0	-1.0	-1.4	0.8	13.3	14.2	11.5
COC(=O)CSc1ccc(S(=O)(=O)N2CCCCCC2)cc1[N+](=O)[O-]	6.5	-2.3	23.1	0.5	1.1	8.5	-1.5	-3.8	-1.9	7.0	-23.7
O=C(COc1ccccc1)Nc1nnc(-c2ccc(Cl)cc2)o1	-7.3	-2.3	-5.8	-12.6	-0.5	-5.9	1.1	-0.4	-26.6	-20.1	16.3
COc1cccc(OC)c1C(=O)Nc1ccc(S(=O)(=O)Nc2ncccn2)cc1	5.0	-11.0	0.0	-9.1	-0.2	-0.8	8.0	4.8	3.5	0.4	-0.5
CS(=O)(=O)c1ccc(C(=O)NCCN2C(=O)S/C(=C\c3cccnc3)C2=O)cc1[N+](=O)[O-]	99.2*	-9.1	-68.0*	40.5	0.8	69.5*	-10.1	3.2	5.5	7.5	78.0*
COc1ccc(-n2c(O)c(C=NCC(c3ccco3)N3CCCC3)c3ccccc3c2=O)cc1OC (stereo unspecified)	4.8	-0.3	-12.6	21.3	2.0	19.7	-5.1	1.5	-22.6	16.4	2.9
CCCN(CC(=O)Nc1ccccc1C)C(=O)C1CCN(c2ncnc3sc(C)c(C)c23)CC1	40.2	6.3	-3.3	38.6	0.1	-0.8	11.2	8.8	0.8	16.0	36.8
Cc1ccc(C)c(NC(=S)NC(NC(=O)N(C)C)C(Cl)(Cl)Cl)c1 (stereo unspecified)	6.2	-0.9	2.9	-0.6	-2.8	-6.8	-7.4	-1.5	3.5	3.1	8.6
COc1cc(C(=O)OC(C)c2ccc(F)cc2)ccc1OCC(=O)N1CCOCC1 (stereo unspecified)	11.0	2.1	-12.4	9.0	-0.4	-6.1	-10.7	2.7	10.2	6.2	10.5
CN1CCN(c2ccc(NC(=O)c3ccco3)cc2Cl)CC1	-152.7	59.8*	-0.8	-42.0	-0.5	-10.4	29.5	-0.5	-104.0	-50.6	-5.2
O=C(CCNS(=O)(=O)c1ccccc1C(F)(F)F)N1CCN(S(=O)(=O)c2cccc(F)c2)CC1	12.2	-3.3	6.2	5.3	-0.5	13.3	6.3	2.2	17.6	14.0	4.4
COc1ccc(CN2CCCC(C(=O)N3CCCC3)C2)c(OC)c1OC (stereo unspecified)	-0.3	nt	9.5	2.8	-2.4	nt	-7.3	nt	-4.0	-12.0	-4.5
CCOc1ccccc1CN1CCN(CCCc2ccccc2)CC1CCO (stereo unspecified)	-6.3	7.0	1.5	12.2	0.0	7.7	9.6	3.0	-16.5	11.3	2.1
Cc1cc([N+](=O)[O-])cc2c1NC(=O)C2(O)N1CCOCC1 (stereo unspecified)	10.9	2.6	-21.6	11.6	-2.0	7.5	-9.5	4.9	-0.8	7.4	2.5
COc1ccc(CC(=O)N2N=C(C)CC2(O)c2cccnc2)cc1OC (stereo unspecified)	4.0	1.3	-5.5	-5.6	0.2	-12.6	4.1	3.4	-13.1	3.2	5.5
COc1ccc(C(=O)NCCOc2cccc(OC)c2)cc1	-14.2	0.2	-2.9	-0.1	-0.3	-5.0	-2.7	0.3	-8.1	-12.9	10.4
CCCCN(C(=O)C1=NN(c2ccccc2)C(=O)CC1)c1c(N)n(CCC)c(=O)[nH]c1=O	6.0	4.5	10.0	0.4	2.7	nt	7.5	nt	-12.1	12.3	-16.3
CCCCOC(=O)Nc1nnc(COc2ccccc2)s1	10.1	5.7	-5.3	2.4	-1.8	-8.5	2.0	1.5	-11.5	17.5	8.5
CCc1cc2c(=O)c(-c3cscn3)coc2c(CN(C)C)c1O	13.4	3.9	-13.0	4.5	2.5	15.8	2.9	1.2	-6.4	11.4	15.6
C=CCN(c1ccc(C(=O)NCCCn2ccnc2)cc1)S(C)(=O)=O	-0.6	-3.9	-18.1	6.8	-0.5	0.2	-19.8	2.7	2.1	12.2	-4.2
Cc1cccc(-n2c(SC(C)C(=O)O)nc3sc4c(c3c2=O)CCCC4)c1 (stereo unspecified)	23.4	-2.3	10.3	11.1	-0.2	12.5	-17.3	0.8	-63.9	11.3	7.7
C/C(CCC(C)C)=N\NC(=O)COc1ccccc1-c1ccccc1	5.4	-12.1	7.1	-15.8	0.0	11.2	-1.5	nt	0.4	2.9	12.2
c1ccc(OCCCCN2CCCCC2)cc1	0.9	-9.5	0.5	8.8	-0.6	-6.0	-6.2	nt	-10.6	1.2	12.5
Cn1c(=O)oc2cc(S(=O)(=O)Nc3ccccc3)ccc21	-4.0	-5.2	13.5	-3.7	-0.2	3.6	-0.7	4.2	-9.4	16.9	8.2
Cn1c(=O)c(NCCc2ccccc2)c2c3c(cccc31)C(=O)c1ccccc1-2	32.0	-10.3	0.5	20.1	-1.4	8.7	-1.4	7.9	-27.4	10.7	-86.5
COc1ccc(NC(=O)c2ccco2)cc1NC(=O)c1ccccc1	-21.2	0.1	2.8	-11.0	0.1	-7.0	-21.9	nt	-8.3	-26.6	13.2
O=Cc1[nH]c2ccccc2c1N(C(=O)CCl)c1ccc([N+](=O)[O-])cc1	5.9	-11.2	3.8	nt	-0.5	-3.4	-26.5	-1.3	-31.4	29.1	16.0
Cc1cc(C)c(NC(=O)CNC(=O)COC(=O)C2=COCCO2)c(C)c1	-1.0	1.1	11.8	-8.7	1.2	-1.6	1.4	-5.9	7.8	6.7	-9.4
O=C(Nc1ccccc1)SC1CCCCC1	-219.9	-16.2	-18.6	-41.6	-3.7	-75.6	-0.7	nt	-100.0	-267.2	27.1
CCCCC1CCCC12NC(=O)NC2=O (stereo unspecified)	-0.4	-3.5	-11.7	2.1	-0.6	-0.3	-11.7	1.3	-32.3	17.4	0.7
CCOC(=O)C1(C)CCCN(C(=O)c2ccc(F)c(Cl)c2)C1 (stereo unspecified)	8.5	nt	5.6	-8.2	1.6	nt	-1.8	nt	-28.2	9.6	-5.5
c1csc(Cc2nc3ccccc3[nH]2)c1	-176.1	-17.8	6.5	-13.3	-0.8	-28.6	-15.0	1.7	-84.5	-173.7	5.4

Among those listed so far, five have a thiophene ring, fused or not:
SMILES	Peg3 prom inh	LMP1 NFkB inh	KKLEB cytotox	Shn3 3UTR inh	iPSC survival up	TRPM1 prom inh	C8 TRAIL sens	NR2E3 ag-1	NR2E3 ag-2	HIF-2a block	CF NFkB inh
CCCc1cc(C(=O)Nc2sc(C(C)=O)c(C)c2C(=O)OCC)no1	-0.7	-6.7	-13.1	-18.9	2.1	nt	-3.7	0.5	-20.2	-15.1	18.4
Cc1nn(-c2ccccc2)c(NC(=O)c2cccs2)c(-c2ccccc2Cl)c1=O	15.7	nt	8.3	0.0	0.0	nt	8.9	-1.4	-26.5	23.8	-2.5
CCCN(CC(=O)Nc1ccccc1C)C(=O)C1CCN(c2ncnc3sc(C)c(C)c23)CC1	40.2	6.3	-3.3	38.6	0.1	-0.8	11.2	8.8	0.8	16.0	36.8
Cc1cccc(-n2c(SC(C)C(=O)O)nc3sc4c(c3c2=O)CCCC4)c1 (stereo unspecified)	23.4	-2.3	10.3	11.1	-0.2	12.5	-17.3	0.8	-63.9	11.3	7.7
c1csc(Cc2nc3ccccc3[nH]2)c1	-176.1	-17.8	6.5	-13.3	-0.8	-28.6	-15.0	1.7	-84.5	-173.7	5.4

The list is partial; rates above refer to the full screens.
